EPAC1 agonist = EPAC1 (human) agonism | O95398 | EPAC1 agonist qHTS, biochemical assay; response scale: 100% = response to 6.5 mM cAMP | Potency, µM (series often up to 154 µM), inactives show at the highest dose activation, usual class: activators | actives 0.073% (n = 360,000) | AID 720707; further: nearly all actives have a fitted effect of over 60% in size
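Read-out is the fluorescence drop as BODIPY-GDP leaves Rap1B (480 nm excitation, 540 nm emission), recorded every 5 minutes over 30 minutes. Reactions held 100 nM EPAC1, 250 nM Rap1B–BODIPY-GDP and 50 uM GDP, with 6.5 mM cAMP setting full activation.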
aSyn rescue = rescues yeast growth from alpha-synuclein toxicity; AID 652106; actives 0.14% (n = 370,000); Yeast expressing alpha-synuclein, growth rescue, BacTiter-Glo, 24 h; Potency, µM (titrated, usually from 46.1 µM), for inactives: at the highest dose growth rescue (activation), actives largely listed as activators; further: % of control where 0% means no effect; nearly all actives have a fitted effect of over 65% in size
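Galactose-induced alpha-syn yeast (OD600=0.02, raffinose-pregrown) + pinned cpd, 24 hr, 30 deg C; growth by BacTiter-Glo luminescence. Growth restoration scores as activation.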
PTHR1 agonist = PTHR1 (human) receptor agonism. actives 0.075% (n = 410,000). HEK293 GP2 PTHR1 cells, GloSensor cAMP luminescence, 1 h. Q03431. Potency, µM (top dose mostly 115 µM), for inactives: top-dose activation, hits mostly activators. AID 743266; further: nearly all actives have a fitted effect of over 55% in size; some results filed as inactive show a strong effect at the top dose; inactives centre near -15; many of its hits are not listed in these tables
Target sequence (Q03431 whole entry, looked up): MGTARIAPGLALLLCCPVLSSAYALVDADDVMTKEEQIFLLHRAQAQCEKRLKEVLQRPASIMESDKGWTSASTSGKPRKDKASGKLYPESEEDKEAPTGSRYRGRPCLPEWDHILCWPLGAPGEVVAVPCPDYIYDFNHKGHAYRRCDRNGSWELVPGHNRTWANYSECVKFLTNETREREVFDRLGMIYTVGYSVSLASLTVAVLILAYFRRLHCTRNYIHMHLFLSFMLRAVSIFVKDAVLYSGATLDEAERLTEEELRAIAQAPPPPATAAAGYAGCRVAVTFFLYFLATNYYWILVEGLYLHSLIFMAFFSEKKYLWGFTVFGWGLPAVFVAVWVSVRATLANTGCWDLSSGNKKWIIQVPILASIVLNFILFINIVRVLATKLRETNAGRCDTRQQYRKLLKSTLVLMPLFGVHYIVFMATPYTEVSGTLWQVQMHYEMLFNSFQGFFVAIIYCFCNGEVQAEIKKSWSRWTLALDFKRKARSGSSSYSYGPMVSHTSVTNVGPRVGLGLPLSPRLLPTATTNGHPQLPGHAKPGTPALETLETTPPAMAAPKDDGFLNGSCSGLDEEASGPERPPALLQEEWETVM
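HEK-293-derived GP2 cells expressing PTHR1 and a GloSensor cAMP reporter, 3,000/well, plated overnight, given luciferin plus IBMX (each 0.5 mM as added) for 1 h at 37 °C, then compound for 1 h at 37 °C. Luminescence was read after 15 min at room temperature.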
TDP43 rescue = inhibitors of TDP-43 toxicity in yeast; TDP-43 expressing yeast growth rescue, BacTiter-Glo, 24 h; Potency, µM (series often up to 46.1 µM), for the others: at the top dose growth rescue (activation), hits mostly activators; actives 1.8% (n = 410,000); further: % of control where 0% means no effect; nearly all actives have a fitted effect of over 50% in size
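Readout is BacTiter-Glo luminescence of cell growth, so inhibitors register as activators. TDP-43-expressing yeast at OD600=0.02 in galactose medium, after raffinose pregrowth to mid-log, were incubated with compound for 24 hr at 30 deg C.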
EPAC2 antag = blocks human EPAC2 exchange factor; Q8WZA2; EPAC2 GEF exchange of Rap1B-BODIPY-GDP, fluorescence; Potency, µM (series often up to 114 µM), for inactives: at the highest dose activity, negative = inhibition, hits mostly inhibitors; actives 0.18% (n = 360,000); AID 720708; further: on the % scale 0 is the no-effect control and ±100 the full control effect; nearly all actives have a fitted effect of over 45% in size; many of its hits are not listed in these tables
EPAC1 antagonist = antagonists of human EPAC1; O95398; EPAC1 GEF assay, Rap1b-BODIPY-GDP exchange fluorescence; Potency, µM (top dose mostly 115 µM), inactives show at the highest dose activity change, negative = inhibition, usual class: inhibitors; actives 0.14% (n = 360,000); AID 720709;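 further: plate controls were vehicle for no effect and positive control for full effect; nearly all actives have a fitted effect of over 50% in size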
EPAC2 ag = agonists of human EPAC2 (RAPGEF4); Potency, µM (series often up to 154 µM), inactives show at the highest dose activation, most hits filed as activators; actives 0.079% (n = 360,000); EPAC2 activation, biochemical qHTS; response scale: 100% = 6.5 mM cAMP response; Q8WZA2; further: nearly all actives have a fitted effect of over 50% in size
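Nucleotide exchange monitored as fluorescence drop when BODIPY-GDP leaves Rap1B. Reaction: 100 nM EPAC2, 250 nM RAP1B-BODIPY-GDP, 50 uM GDP, room temperature, kinetic read over 30 min. Activity expressed relative to 6.5 mM cAMP.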
FUS yeast rescue = FUS proteinopathy suppression in yeast. Potency, µM (top dose mostly 76.6 µM), without a hit: at the highest dose growth rescue (activation), hits mostly activators. actives 0.24% (n = 390,000). S. cerevisiae FUS-expressing, growth rescue, OD600, 24 h. AID 1347120;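 further: plate controls were DMSO vehicle for no effect and reference control for full effect; nearly all actives have a fitted effect of over 55% in size; some results filed as inactive show a strong effect at the top dose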
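Steps: raffinose overnight preculture; dilution to OD 0.005 in 2% galactose minimal medium; compound addition (concentration series); 24hr at 30C, 99% humidity; absorbance read at 600 nm.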
An asterisk follows results filed as active; i = inactive; ? = inconclusive; / = not tested or not shown; [ ] = dose if it differs, or a comment. The call rests on the fitted dose curve; in most records, active means well fitted curve in the direction sought with a large enough effect; inconclusive means small, poorly fitted or top-dose-only effect, or another doubt; inactive means no such curve, though single readings can be large; an effect the other way counts as inactive or inconclusive. Potency means the concentration at half of the fitted maximal effect. Some of the compounds tested, so the mix of outcomes need not match the whole.

SMILES	EPAC1 agonist	aSyn rescue	PTHR1 agonist	TDP43 rescue	EPAC2 antag	EPAC1 antagonist	EPAC2 ag	FUS yeast rescue
CC(C)(NO)/C(=N\O)c1ccccc1	-7%	-6%	i	11%	5%	3%	3%	-19%
COc1ccccc1C1=NOC(COC(=O)c2ccc(Br)cc2)C1 (centres undefined)	10%	0%	-29%	?	-14%	-19%	15%	23%
CN(c1ccccc1)S(=O)(=O)c1ccc(Cl)c(C(=O)Nc2nn[nH]n2)c1	1%	-6%	-21%	-1%	-1%	-21%	4%	29%
O=C(Nc1ccc2c(c1)OCO2)c1ccc(=O)[nH]n1	-5%	0%	i	-4%	-6%	2%	-3%	9%
CCOc1ccc(NC(=O)CC2C(=O)N(c3ccc(OC)cc3)C(=S)N2Cc2ccccn2)cc1 (centres undefined)	13%	-1%	i	-9%	-8%	-14%	19%	?
O=C(NC1=NCCS1)c1ccc(Cl)s1	8%	-7%	i	2%	-4%	-10%	11%	19%
Cc1c(C(=O)COC(C)(C)C)[nH]c2ccccc12	0%	13%	i	?	-3%	-1%	-10%	1%
O=C(COc1ccc(S(=O)(=O)N2CCCCC2)cc1)N1CCOCC1	7%	0%	-16%	3%	0%	-13%	-1%	/
O=C(CCc1nnc(Cc2cccc(C(F)(F)F)c2)o1)NCC(F)(F)F	5%	0%	i	-2%	-3%	2%	-5%	-2%
COc1cccc(Nc2ccc(N3CCCCC3)cc2)c1OC	-8%	/	i	/	-9%	-6%	7%	-2%
COCCN1C[C@@H](CO)O[C@@H](n2cnc3c(N(C)C)ncnc32)C1	-10%	0%	13%	-3%	1%	-3%	11%	-2%
CCc1nccn1S(=O)(=O)c1ccc(OC)c(C)c1C	0%	-1%	-2%[57.5 µM]	-20%	10%	8%	5%	6%
NC(=O)c1cc(S(=O)(=O)N2CCOCC2)ccc1Sc1ccccc1N	6%	5%	i	-7%	-3%	-3%	11%	16%
CC1CCCCN1C(=S)NCc1ccccc1 (centres undefined)	-5%	-2%	i	22%	1%	8%	0%	/
Cc1cc2[nH]c(=O)c(=O)[nH]c2cc1S(=O)(=O)Nc1cccc(Cl)c1C	6%	2%	-9%	-1%	16%	-10%	7%	-26%
CCCNc1nc2c(c(=O)[nH]c(=O)n2C)n1CCCc1ccccc1	1%	-19%	-6%[57.5 µM]	-7%	10%	0%	-1%	16%
Cc1ccc(NC2=NC3(CCCCC3)N=C(N)N2)c(C)c1	12%	1%	?	-14%	0%	0%	2%	15%
CCOC(=O)C(CCCCCOc1ccccc1[N+](=O)[O-])C(=O)OCC	6%	-1%	-8%	-1%	-1%	-24%	-3%	8%
CC(CNS(=O)(=O)c1ccc2c(c1)NC(=O)CCS2)c1ccccc1 (centres undefined)	-8%	5%	-4%	9%	-4%	0%	4%	20%
Cc1[nH]n(-c2ccccc2)c(=O)c1C=Nc1ccc(S(=O)(=O)NC(N)=O)cc1	-6%	-2%	1%	0%	-1%	2%	2%	-29%
COCCn1c(-c2ccccc2)nc2oc3cc(OC)ccc3c(=O)c2c1=O	7%	8%	-5%	-57%[inhibitor]	0%	-1%	10%	-8%
COc1cccc(CNC(=O)CCC2CCCN(C(=O)c3ccc(OC)c(F)c3)C2)c1 (centres undefined)	0%	-9%	-6%	7%	7%	-21%	15%	7%
O=[n+]1c2c(n([O-])c3c1CCCC3)CCCCC2	9%	0%	i	13%	6%	2%	-5%	10%
Oc1c(N=NC(=S)Nc2ccccc2F)c2ccccc2n1Cc1ccccc1	10%	5%	-1%	?	6%	1%	7%	-1%
Cc1ccc(C(=O)NN2C(=O)C3C(C2=O)C2C=CC3C23CC3)cc1 (centres undefined)	5%	0%	i	-5%	8%	-12%	6%	-13%
(more compounds)
SMILES	EPAC1 agonist	aSyn rescue	PTHR1 agonist	TDP43 rescue	EPAC2 antag	EPAC1 antagonist	EPAC2 ag	FUS yeast rescue
CC(C)/C=C1\CCc2c([nH]c3ccccc23)C1=O	-1%	8%	i	/	-5%	-10%	4%	23%
CC(=O)N1c2ccc(S(=O)(=O)NCCC(=O)NC3CCCC(C)C3C)cc2CC1C (centres undefined)	-20%	4%	-38%[inhibitor]	-9%	3%	-9%	2%	14%
CC(C)c1ccc(/C=N/n2c(-c3ccccc3)n[nH]c2=S)cc1	-11%	-23%	-35%[inhibitor]	15%	-4%	0%	-5%	8%
CC(=O)Nc1ccc(Nc2cc(C)nc3ccccc23)cc1	7%	3%	i	-7%	3%	4%	7%	21%
Cn1nc(C(F)(F)F)c2cc(C(=O)Nc3ccc(F)cc3F)sc21	7%	13%	i	23%	-8%	0%	-15%	-24%
O=C1C=C(c2ccc(-c3ccccc3)cc2)C[C@@H](c2ccc(F)cc2)C1	-20%	1%	-9%	0%	5%	8%	1%	-20%
COc1ccc2[nH]c(=O)c(CN(Cc3ccco3)C(=O)c3ccccc3)cc2c1	-16%	2%	-8%[57.5 µM]	-4%	23%	-3%	3%	17%
CCn1c(-c2ccc3ncccc3c2)n[nH]c1=S	1%	/	-20%	13%	4%	-11%	-4%	-1%
COc1ccc(-c2cc3cc(OC)c(OC)cc3cn2)cc1	-15%	-3%	i	?	22%	4%	8%	-14%
CC(=O)Nc1cc(C(=O)O)ccc1S(=O)(=O)c1ccc(Cl)cc1	0%	-9%	-24%	-5%	9%	15%	1%	14%
CC(=O)N1CCN(Cc2nc3cc(NS(C)(=O)=O)ccc3n2C)CC1	4%	-10%	-6%	-20%	7%	16%	10%	-11%
Cc1ccccc1S(=O)(=O)N1C[C@H]2[C@H]3C(=O)N(c4ccccc4)C(=O)[C@H]3CC(=O)[C@H]2[C@@H]1c1ccc(Cl)cc1	-1%	2%	i	14%	-8%	?	6%	45%
CCCCNC(=O)c1nc(C2CCN(S(=O)(=O)c3ccccc3)CC2)oc1-c1cccc(C(F)(F)F)c1	-1%	2%	-21%	15%	-7%	-15%	1%	-4%
CC(SCc1ccccc1)C(=O)NN=C1CCN(C)CC1 (centres undefined)	11%	-10%	i	-4%	-7%	-5%	7%	11%
CCc1noc(C)c1C(=O)Nc1nc(-c2ccc(OC)cc2)cs1	-5%	0%	-8%	2%	8%	-1%	-2%	11%
Cn1ncc2c1ncn1nc(COc3ccc4ccccc4c3)nc21	-1%	4%	i	-2%	4%[57.1 µM]	16%	-19%	-6%
Cc1ccc(C)c(C(O)c2ncc(-c3cccc(C(F)(F)F)c3)[nH]2)c1 (centres undefined)	-18%	1%	i	?	-5%	-9%	1%	7%
CC(=O)N1N=C(c2ccccc2)CC1c1ccccc1 (centres undefined)	2%	1%	-17%	2%	-13%	-4%	-3%	-5%
CC(OC(=O)c1cc[n+]([O-])cc1)C(=O)Nc1ccc(C(N)=O)cc1 (centres undefined)	2%	0%	i	-13%	-1%	5%	4%	/
O=C(N/N=C\c1coc2ccccc2c1=O)c1ccco1	7%	-5%	i	-10%	3%	14%	7%	-12%
Cc1nc2ncc(Br)cc2[nH]1	6%	-6%	i	13%	2%	3%	-1%	-25%
CC(C)Cn1c(N)c(C(=O)COC(=O)/C=C/c2cccs2)c(=O)n(C)c1=O	12%	-5%	-23%	-15%	-11%	-29%	15%	32%
O=C(CN1C(=O)NC2(CCCc3ccccc32)C1=O)NCc1ccc(Cl)cc1Cl (centres undefined)	14%	0%	-3%	-6%	-8%	-27%	17%	/
CCOc1ccc(CN2CCNC(=O)C2CC(=O)NCCc2cnccn2)cc1 (centres undefined)	-7%	-5%	-6%	-7%	-2%	-19%	4%	18%
COCc1cc(C)nc(OCC(=O)N/N=C/c2ccc(O)cc2)c1C#N	-17%	-6%	7%	0%	2%	5%	1%	20%

Complete entries, looked up by structure. Screens in order: EPAC1 agonist, aSyn rescue, PTHR1 agonist, TDP43 rescue, EPAC2 antag, EPAC1 antagonist, EPAC2 ag, FUS yeast rescue
Record of `CC(=O)Nc1cc(C(=O)O)ccc1S(=O)(=O)c1ccc(Cl)cc1` → 0%, -9%, -24%, -5%, 9%, 15%, 1%, 14%
Record of `CC(C)c1ccc(/C=N/n2c(-c3ccccc3)n[nH]c2=S)cc1` → -11%, -23%, -35%[inhibitor], 15%, -4%, 0%, -5%, 8%
Record of `CC(OC(=O)c1cc[n+]([O-])cc1)C(=O)Nc1ccc(C(N)=O)cc1` (centres undefined) → 2%, 0%, i, -13%, -1%, 5%, 4%, /
Record of `CC(C)/C=C1\CCc2c([nH]c3ccccc23)C1=O` → -1%, 8%, i, /, -5%, -10%, 4%, 23%
Record of `CC(SCc1ccccc1)C(=O)NN=C1CCN(C)CC1` (centres undefined) → 11%, -10%, i, -4%, -7%, -5%, 7%, 11%

(listing goes on)
SMILES	EPAC1 agonist	aSyn rescue	PTHR1 agonist	TDP43 rescue	EPAC2 antag	EPAC1 antagonist	EPAC2 ag	FUS yeast rescue
S=C(NCCc1ccccn1)Nc1cc(Cl)cc(Cl)c1	7%	8%	-20%	-7%	-5%	-7%	11%	8%
Cn1c(SCC(=O)Nc2sccc2C(N)=O)nnc1-c1ccncc1	5%	2%	i	-5%	0%	-5%	2%	20%
CC(C)OP(=O)(c1ccc(N(C)C)cc1)C(Nc1ccccc1)c1cccnc1 (centres undefined)	3%	9%	i	2%	0%	3%	-7%	9%
Cc1ccc(C(=O)Nc2ccc(OCc3ccccc3)cc2)s1	1%	-6%	i	-10%	0%	0%	14%	5%
CCCn1nc(NC(=O)c2cccs2)c2cc3cc(C)ccc3nc21	5%	/	-13%	?	-16%	?	16%	/
COc1ccc(NC(C#N)c2ccc(OC)cc2)cc1 (centres undefined)	3%	8%	-16%[57.5 µM]	-17%	0%	-1%	8%	-27%
CCn1nc(C(C)C(=O)O)c2ccccc2c1=O (centres undefined)	-1%	-5%	i	-12%[0.397 µM]	-2%	-1%	3%	2%
CCN(CC(=O)Nc1ccc(NC(C)=O)cc1)C(=O)/C=C/c1ccc2c(c1)OCO2	8%	-3%	i	9%	7%	12%	6%	11%
COc1ccc(CC(=O)OCC(=O)NNC(=O)c2ccccc2)cc1	6%	-3%	?	-22%	4%	-27%	9%	-18%
CN(CCC#N)CC(=O)Nc1ccc(S(N)(=O)=O)cc1	-7%	5%	-5%	-1%	3%	-13%	-10%	-18%
CCOC(=O)C(CC)Sc1nc2c(cnn2-c2ccccc2)c(=O)[nH]1 (centres undefined)	-14%	-2%	-15%	0%	-5%	-10%	6%	-12%
COc1ccc(-c2cc3nc(C)c(C)c(N4CCN(C(=O)c5ccoc5)CC4)n3n2)cc1	-5%	-4%	-4%	22%	-6%	-20%	-7%	15%
